TNAP activation fold = stimulation of alkaline phosphatase TNAP activity – biochemical, luminescent, no phosphate acceptor, uHTS, primary screen (AID 1001) | 0.03% of 200,000 active | activation fold at 20 µM, or EC50 in µM where a hit was titrated | purified TNAP, luminescent activation assay, no phosphate acceptor; higher activation fold means a stronger effect; in the data active = activation fold from about 3, or a potency from the dose series; inactive = the rest, 99 in 100 with activation fold below about 1.6; note: many of its hits are not listed in these tables
LYP phosphatase = PTPN22 lymphoid phosphatase activity blockers – biochemical, fluorescence intensity, uHTS (AID 1779). recombinant LYP phosphatase, fluorescence intensity; higher % means a stronger effect. inhibition, % at 11.5 µM; hits with a dose series show IC50 in µM. 0.054% of 290,000 active;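 note: plate controls were vehicle with enzyme for no effect and no enzyme for full effect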
PMI inhibitors = inhibitors of human PMI, primary screen, biochemical, fluorescence intensity, coupled assay (AID 1209). 0.42% of 190,000 active. purified PMI enzyme, coupled fluorescence intensity; higher % means a stronger effect. inhibition, % at 20 µM, or IC50 in µM where a hit was titrated;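 note: plate controls were DMSO vehicle for no effect and wells lacking substrate for full effect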
NOD1 inhibition = NOD1 signaling inhibitors, primary screen, cell-based, luminescence, uHTS (AID 1578); 1% of 290,000 active; NOD1-driven NF-kB luciferase reporter cells, luminescence; higher % means a stronger effect; inhibition, % at 4 µM, or EC50 in µM where a hit was titrated; in the data active = inhibition mostly above about 36%, no sharp cut-off; inactive = mostly below about 34%;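 note: HEK-293T reporter cells stimulated with the NOD1 agonist gamma-tri-DAP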
KOR beta-arrestin-1 = kappa opioid receptor activators – cell-based, luminescence, uHTS, primary screen (AID 1777); KOR beta-arrestin recruitment, luminescence; higher % means a stronger effect; activation, % at 10 µM, or EC50 in µM where a hit was titrated; 0.02% of 280,000 active; in the data active = activation above about 50%, passing the limit was not always enough; note: a part of the inactive calls stands beside numbers as strong as those of hits
XIAP displacement = XIAP antagonists, biochemical, IAP family, fluorescence polarization (AID 1018). XIAP BIR domain, fluorescence polarization peptide displacement; higher % means a stronger effect. displacement, % at 20 µM; hits with a dose series show IC50 in µM. 0.007% of 200,000 active; in the data active = displacement above about 50%; note: a part of the inactive calls stands beside numbers as strong as those of hits
HEK293 NOD2/NF-kB = NOD2 signaling inhibitors, cell-based, luminescence, uHTS, HEK293 (AID 1566); HEK293 NOD2/NF-kB luciferase reporter, luminescence; higher % means a stronger effect; one-dose inhibition, % at 4 µM; EC50 in µM for titrated hits; 0.63% of 290,000 active; note: many of its hits are not listed in these tables
KOR beta-arrestin-2 = KOR antagonists, beta-arrestin recruitment, cell-based, luminescence, uHTS (AID 1778) | 0.091% of 290,000 active | KOR beta-arrestin recruitment, luminescence, antagonist mode; higher % means a stronger effect | inhibition, % at 10 µM, or IC50 in µM where a hit was titrated; note: strong numbers were not always called active
human PMI inhibitors = MPI inhibition at elevated mannose 6-phosphate – biochemical, fluorescence intensity, high mannose 6-phosphate, primary screen (AID 1220) | recombinant PMI enzyme, coupled fluorescence intensity; higher % means a stronger effect | inhibition, % at 20 µM; hits with a dose series show IC50 in µM | 0.66% of 190,000 active
The depositor's hits bear a star; . = no result given; [ ] = another dose, or the depositor's remark. Cut-off read from the data, not from the text of the source, unless noted: active = inhibition above about 50%; inactive = the rest. Some of the compounds tested; count on the stated rates, not on these rows.

TNAP activation fold,LYP phosphatase,PMI inhibitors,NOD1 inhibition,KOR beta-arrestin-1,XIAP displacement,HEK293 NOD2/NF-kB,KOR beta-arrestin-2,human PMI inhibitors,mol
1.1,-2%,0%,-21%,0.8%,-4.1%,4%,-8%,-4%,O=C(CN1C(=O)C2C3CCC(C3)C2C1=O)OCC(=O)c1cccc([N+](=O)[O-])c1 (configuration not stated)
1.1,-4%,-1%,-25%,2.1%,-24%,2%,-23%,4%,Cn1ccnc1SCc1ccc([N+](=O)[O-])cc1
.,0%,.,26%,14%,.,16%,-48%,.,CC(=O)c1ccc(N2CCN(C(=O)c3cc(-c4ccncc4)nc4ccc(Cl)cc34)CC2)cc1
.,-7%,.,-3%,3.4%,.,11%,-27%,.,CCCCCCCCCCCCS[C@H]1CS(=O)(=O)C[C@@H]1O
1.1,5%,0%,20%,-0.7%,-3.6%,4%,-10%,-3%,Cc1ccc(-n2cc(-c3ccccc3)c3c(N4CCOCC4)ncnc32)cc1
1.1,-3%,-16%,-19%,-6.0%,-7.5%,6%,-14%,-1%,Cc1cc(C(=O)C(C)Cl)c(C)n1Cc1ccco1 (configuration not stated)
.,-7%,.,-26%,0.7%,.,4%,-5%,.,COc1ccccc1C(=O)C1CCCN(C(=O)c2ccccc2C(C)=O)C1 (configuration not stated)
1.1,-12%,5%,-23%,-2.4%,-4.6%,-3%,3%,9%,O=C(NCC1OCCc2ccccc21)c1cc(COc2c(F)cccc2F)on1 (configuration not stated)
1.1,-7%,-8%,-6%,5.2%,1.4%,1%,-2%,-6%,CC(OC(=O)c1cc2sccc2n1C)C(=O)NCc1cccs1 (configuration not stated)
.,-7%,.,-30%,-2.3%,.,-6%,-13%,.,CC(C)NC(=O)COC(=O)c1ccccc1CSC1=NCCS1
.,6%,.,-7%,-2.5%,.,-10%,34%,.,CCOC(=O)CSc1nc2c(sc(=S)n2-c2ccccc2OC)c(=O)n1-c1ccccc1OC
.,-5%,.,-2%,-0.3%,.,5%,-4%,.,CCCCN(CC)C(=O)c1cc2cc3ccc(Cl)cc3nc2o1
1,0%,20%,-3%,4.9%,-6.8%,-121%,-7%,23%,Cc1cc(O)c(NC(=O)c2cc([N+](=O)[O-])ccc2Cl)cc1C
1,-1%,6%,-13%,-2.4%,-4.0%,-3%,-28%,9%,CN1C(=S)SC(/[N+]([O-])=C\c2ccccc2)C1(C)C (configuration not stated)
.,-7%,.,12%,4.1%,.,-20%,-13%,.,O=C(Cn1c(=O)c2ccccc2n(CC(=O)N2CCCCC2)c1=O)N1CCCCC1
1.1,-3%,-5%,-31%,.,-4.7%,-9%,.,-5%,O=C(Cn1c(C(F)(F)F)nc2ccccc21)Nc1ccccc1N1CCOCC1
.,-4%,.,-1%,.,.,15%,-1%,.,COc1ccc(N=C2SCC(c3ccc(C)cc3)=NN2CCO)cc1
1.1,-4%,2%,-5%,4.0%,-1.6%,7%,-31%,-4%,CS(=O)(=O)N(CCc1ccccc1)CC(=O)N1CCc2ccccc2C1
1.2,-1%,1%,-3%,6.8%,-2.0%,13%,38%,-6%,C/C(=N\O)C(=O)NCCN(C)C
1.1,-6%,-6%,-6%,-1.1%,-9.7%,18%,26%,-9%,COc1ccc(N(CN2C(=O)C3C4C=CC(C4)C3C2=O)C(=O)c2ccco2)cc1 (configuration not stated)
1.1,-5%,-1%,-14%,.,-4.4%,4%,2%[20 µM],-3%,Cn1cc(CNCCN2CCCCC2=O)c(-c2cccc(Cl)c2)n1
.,-2%,.,-2%,-4.9%,.,-20%,-71%,.,Cc1nc2ccccn2c1-c1csc(Nc2ccc(C(=O)O)cc2)n1
1.1,4%,-5%,8%,0.0%,-3.6%,17%,-2%,-8%,Cc1cc(C(F)F)n2ncc(C(=O)N3CCC(C(N)=O)CC3)c2n1
.,-9%,.,-22%,3.7%,.,-5%,3%,.,O=C(Nc1ccc2c(c1)OCCO2)C1CC(O)CN1C(=O)Nc1ccccc1 (configuration not stated)
1.1,3%,18%,18%,-1.0%,-3.0%,14%,16%,-1%,CCOc1ccc(Oc2c(/C=N/NC(N)=O)c(C)nn2-c2ccccc2)cc1
.,0%,.,-3%,1.2%,.,-13%,-33%,.,CCn1cc([N+](=O)[O-])c(=O)c2cc(F)c(N3CCOCC3)cc21
1,-3%,3%,-26%,-1.5%,-1.8%,6%,35%,0%,COc1cc(NC(=O)C/C(C)=N/NC(=O)Cc2ccc(Cl)cc2)c(OC)cc1Cl
2.3,-6%,-2%,-37%,-9.3%,-21%,-50%,19%,-11%,Cc1cccc(NC(=S)NNC(=O)c2csc(C(C)C)c2)c1
1.1,-7%,12%,-43%,0.8%,-4.0%,1%,14%,15%,CC1(C)Cc2ccccc2-c2nnc(-c3cccnc3)n21
1.1,-1%,3%,2%,2.7%,0.7%,14%,-17%,-1%,Nc1cccc(-n2nncc2-c2ccccc2)c1
1.2,-8%,12%,-8%,0.3%,-2.3%,-24%,.,5%,NC(=O)C1=NOC(CNc2ncc(C(F)(F)F)cc2Cl)C1 (configuration not stated)
.,-14%,.,5%,-2.8%,.,2%,-40%,.,Cc1ccc(NC(=O)CCc2c(C)nn(-c3ccc(N4CCOCC4)nn3)c2C)cc1C
1.1,-3%,0%,-8%,-8.2%,-7.9%,11%,1%,-3%,O=C(NC1=NCCS1)C1CC(=O)N(c2ccccc2)C1 (configuration not stated)
.,-5%,.,-12%,0.5%,.,1%,18%,.,Cc1onc(-c2c(F)cccc2Cl)c1C(=O)c1ccc(F)cc1
.,-4%,.,-32%,-2.9%,.,20%,-66%,.,CC1CCN(S(=O)(=O)c2ccc3c(c2)N(CC(=O)NCCCN2CC(C)CC(C)C2)C(=O)CS3)CC1 (configuration not stated)
1,-1%,-1%,-8%,2.2%,-16%,-22%,-10%,-8%,Cn1cc(S(=O)(=O)N2CCC3(CC2)OCCO3)c(=O)n(C)c1=O
1.2,-6%,-1%,-12%,-3.0%,-0.3%,5%,13%,3%,Cc1c(Cl)c([N+](=O)[O-])nn1CCCC(=O)Nc1cccnc1
.,-5%,.,-5%,-0.9%,.,19%,-3%,.,Cc1cc(=O)nc2c3ccccc3n(C(C)C(=O)Nc3cc(F)ccc3F)n12 (configuration not stated)
1,-8%,-13%,-19%,-3.4%,-5.1%,8%,-2%,-10%,COc1cccc(N2CCN(S(=O)(=O)c3cccc4nsnc34)CC2)c1
1.1,-6%,5%,4%,-1.7%,-7.5%,8%,-2%,10%,CC(C)CCn1c(=O)c2ccccc2n2c(CN3CCCC3)nnc12
1.1,-5%,5%,-9%,-1.8%,-0.8%,4%,36%,4%,COCCNC(=O)c1ccc(CS(=O)(=O)c2ccc(Cl)cc2)o1
1,-4%,-14%,5%,-2.3%,-3.3%,16%,-11%,-4%,FC(F)(F)c1cc(-c2ccco2)nc(-n2cnc3ccccc32)n1
.,1%,.,-60%,-1.9%,.,-54%,-31%,.,CC(C)(C)C(=O)Nc1nnc(CCc2ccccc2)s1
1.1,-2%,9%,-13%,-4.9%,-0.7%,12%,-17%,6%,C=CCn1cc(-c2ccc(Cl)cc2)cc(C#N)c1=O
1.1,-10%,-1%,10%,-1.5%,-4.3%,5%,-35%,-8%,CCS(=O)(=O)N1CCN(C(=O)C(c2ccccc2)c2ccccc2)CC1
.,-10%,.,-13%,9.1%,.,-2%,2%,.,O=C(Nc1cccc(C(=O)N2CCOCC2)c1)c1ccccc1Cl
.,-5%,.,-32%,3.1%,.,-2%,1%,.,COCCN(CCOC)C(=O)c1ccc(CSc2nc3ccccc3s2)cc1
1.1,-3%,0%,-21%,-10%,-1.6%,5%,-7%,4%,Cc1ccc(NC(=O)CN(C)C(=O)c2cc3ccccc3o2)cc1
1.1,-5%,-20%,-7%,-3.0%,-5.4%,0%,.,4%,COc1cc(OC)c(/C=N/n2c(C)nnc2C)c(OC)c1
1.1,-10%,-24%,-16%,5.3%,-12%,-148%,-48%,-9%,O=C(Nc1ccccc1)Nc1snnc1C(=O)Nc1cccc(O)c1
.,-4%,.,-2%,.,.,2%,-4%,.,O=c1[nH]c(CSc2ncc(C(F)(F)F)cc2Cl)nc2cc(C(F)(F)F)ccc12
.,-2%,.,-26%,-1.1%,.,0%,1%,.,Cc1ccc(S(=O)(=O)CCC(=O)NC2CCCC2)cc1
.,-10%,.,3%,4.9%,.,-3%,-12%,.,COC(=O)c1ccc(NC(=O)C2CCCN2C(=O)OCc2ccccc2)cc1 (configuration not stated)
1,-10%,-9%,-17%,.,-3.7%,10%,-16%[20 µM],-12%,Cc1cc(C)nc(N2CCC(C(=O)NCCc3ccc(Cl)cc3)CC2)n1
1.1,5%,15%,16%,0.9%,-6.9%,-128%,-8%,4%,Cc1cccc2nc(COc3ccc(-c4ccccc4)cc3)cn12
1.1,2%,-5%,-42%,-1.3%,-3.7%,13%,17%,1%,CC(=O)Nc1ccc(NC(=O)CN(c2cc(Cl)ccc2Cl)S(C)(=O)=O)cc1

Further compounds follow.
TNAP activation fold,LYP phosphatase,PMI inhibitors,NOD1 inhibition,KOR beta-arrestin-1,XIAP displacement,HEK293 NOD2/NF-kB,KOR beta-arrestin-2,human PMI inhibitors,mol
1.1,-8%,10%,-31%,-3.7%,-5.7%,8%,16%,9%,CCOCCCn1c(SCC(=O)NCc2ccc3c(c2)OCO3)nc2ccccc2c1=O
1,2%,2%,28%,3.1%,-22%,9%,-53%,5%,Cc1cc(C(=O)CN2C(=O)C(=O)N(Cc3ccccc3)C2=O)c(C)n1CC1COc2ccccc2O1 (configuration not stated)
1.1,1%,-1%,-43%,-2.0%,-5.7%,-17%,-28%,11%,COc1cc(C(=O)Nc2ccc3c(c2)OCO3)ccc1OCc1c(C)noc1C
.,-3%,.,-2%,6.5%,.,-29%,15%,.,Cc1c(C(=O)O)[nH]c2c1C(=O)CC(c1ccc(C(C)(C)C)cc1)C2 (configuration not stated)
.,-11%,.,-26%,-5.3%,.,-29%,-31%,.,O=C(c1cc(-c2ccccc2O)on1)N1CCOCC1
1.2,2%,4%,-6%,-0.9%,-6.7%,16%,-17%,3%,COc1ccc(CCC(=O)NCc2cn3ccc(C)cc3n2)cc1
1.1,-3%,15%,8%,3.6%,-16%,8%,40%,16%,CCCN(CCC)S(=O)(=O)c1ccc(NC(=O)COc2ccccc2)cc1
1.1,-5%,5%,-37%,2.1%,-6.7%,5%,-16%,6%,COCc1cc(C)nc(SCC(=O)Nc2cc3c(cc2C#N)OCO3)c1C#N
.,-8%,.,-6%,1.8%,.,9%,31%,.,Cc1ccc(C(=O)Nc2cccc(S(=O)(=O)N3CCOCC3)c2)cc1[N+](=O)[O-]

3 of the entries above in order of their number in LYP phosphatase, ascending.
TNAP activation fold,LYP phosphatase,PMI inhibitors,NOD1 inhibition,KOR beta-arrestin-1,XIAP displacement,HEK293 NOD2/NF-kB,KOR beta-arrestin-2,human PMI inhibitors,mol
1.1,-10%,-1%,10%,-1.5%,-4.3%,5%,-35%,-8%,CCS(=O)(=O)N1CCN(C(=O)C(c2ccccc2)c2ccccc2)CC1
1.1,-6%,-6%,-6%,-1.1%,-9.7%,18%,26%,-9%,COc1ccc(N(CN2C(=O)C3C4C=CC(C4)C3C2=O)C(=O)c2ccco2)cc1 (configuration not stated)
.,-5%,.,-5%,-0.9%,.,19%,-3%,.,Cc1cc(=O)nc2c3ccccc3n(C(C)C(=O)Nc3cc(F)ccc3F)n12 (configuration not stated)

An excerpt of these results, with two lines to a compound.
Fields: TNAP activation fold | LYP phosphatase | PMI inhibitors | NOD1 inhibition | KOR beta-arrestin-1 | XIAP displacement | HEK293 NOD2/NF-kB | KOR beta-arrestin-2 | human PMI inhibitors
> CCCN(CCC)S(=O)(=O)c1ccc(NC(=O)COc2ccccc2)cc1
 : 1.1 | -3% | 15% | 8% | 3.6% | -16% | 8% | 40% | 16%
> COCc1cc(C)nc(SCC(=O)Nc2cc3c(cc2C#N)OCO3)c1C#N
 : 1.1 | -5% | 5% | -37% | 2.1% | -6.7% | 5% | -16% | 6%
